TexasRed autofl: qHTS Assay for Spectroscopic Profiling in Texas Red Spectral Region | Compound fluorescence, Texas Red channel, 547/618 nm; stronger effect = higher value | max dye-equivalent concentration, M | 0.06% of 59,000 active; in the data active = max dye-equivalent concentration above about 10 nM; inconclusive = between about 1.1 nM and that limit
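Compound fluorescence was read after 15 min at room temperature in 100 mM Tris, pH 8.0, using 547 nm excitation and 618 nm emission across a concentration series. It was expressed as Texas Red dye-equivalent concentration from an on-plate standard curve.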
Epigenetic mod: qHTS Assay for Epigenetic Modulators; mouse C127i GFP locus derepression, cytometry, 30 h; Potency, µM (highest dose often 46.1 µM), without a hit: top-dose GFP derepression (activation); 0.09% of 68,000 active; also: % of control where 0% means no effect
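Read-out is the number of GFP-positive cells, scored as fluorescent objects 20 to 120 um wide, reflecting derepression of a silenced CMV-GFP reporter in murine C127i cells after 30 h compound exposure at 37 C.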
CRE Fsk mod: Cell signaling CRE-BLA (Fsk stim). CHO CRE-bla reporter (cAMP response element driving beta-lactamase), forskolin EC10, beta-lactamase ratio. Potency, µM (titrated, usually from 38.2 µM), inactives show top-dose activity change, negative = inhibition, hits mostly activators. 2.5% of 71,000 active; active = well fitted activation curve with a large enough effect in the signal ratio, with a control signal flat, not every such curve was filed as active; inconclusive = small, poorly fitted or top-dose-only effect, or effect the other way, or a change in a side signal; the % refers to the signal ratio; also: potency is read from the fitted curve at half-maximal effect; % of control where 0% means no effect
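CHO CRE-bla cells, overnight plating in Opti-MEM with 0.5% dialyzed FBS; cpd titration + EC10 NKH 477, 3 h 37 °C; CCF4 2 h RT; ex 405/em 460 vs 530 ratio → %Activity, AC50.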
Fluorescein fluor: qHTS Assay for Spectroscopic Profiling in Fluorescein Spectral Region; 0.91% of 59,000 active; max fluorescein-equivalent concentration, M; Compound autofluorescence, 480/540 nm, fluorescein-equivalent; stronger effect = higher value; in the data active = max fluorescein-equivalent concentration above about 10 nM; inconclusive = between about 1.1 nM and that limit
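Each compound is tested across a concentration series in 100 mM Tris buffer at pH 8.0. After 15 min at room temperature, plates are imaged with 480 nm excitation and 540 nm emission filters, and intensities are converted to fluorescein-equivalent values.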
4-MU autofl: qHTS Assay for Spectroscopic Profiling in 4-MU Spectral Region | compound autofluorescence, 340/450 nm, 4-MU equivalents; stronger effect = higher value | max dye-equivalent concentration, M | 11% of 59,000 active | AID 589, 2007; in the data active = max dye-equivalent concentration above about 10 nM; inconclusive = mostly about 1.1 nM to 9.6 nM
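Compounds in 100 mM Tris, pH 8.0, sat 15 min at room temperature before fluorescence was read at 340 nm excitation/450 nm emission; a per-plate six-point 4-MU standard curve converted signals to dye-equivalent concentration at each compound concentration.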
A350 fluor: qHTS Assay for Spectroscopic Profiling in A350 Spectral Region. Compound autofluorescence, 340/450 nm, Alexa 350 dye-equivalents; stronger effect = higher value. max dye-equivalent concentration, M. 11% of 59,000 active. AID 590, 2007; in the data active = max dye-equivalent concentration above about 10 nM; inconclusive = mostly about 1.1 nM to 9.6 nM
ERK AVP block: qHTS Assay for Inhibitors of the ERK Signaling Pathway using a Homogeneous Screening Assay. HEK293-V1b, vasopressin-stimulated pERK AlphaScreen. Potency, µM (top dose mostly 57.5 µM), for the others: at the highest dose activity, negative = inhibition, most hits filed as inhibitors. 0.99% of 72,000 active. AID 995, 2007; also: potency is read from the fitted curve at half-maximal effect; % is scaled to controls: 0 for no effect and ±100 for the full control effect; nearly all actives have a fitted effect of over 55% in size
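Overnight-seeded V1b-HEK293 cells in 1% FBS got compound, then vasopressin (25 nM final, 5 min, 37C), then lysis buffer. AlphaScreen detection of phospho-ERK; activity normalized to basal and full-stimulation controls.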
FLuc inh: qHTS Assay for Inhibitors of Firefly Luciferase; AID 411, 2009; Potency, µM (series often up to 57.1 µM), inactives show at the highest dose activity change, negative = inhibition, actives largely listed as inhibitors; purified firefly luciferase, luminescence, 8 min; 2.2% of 72,000 active; also: potency is read from the fitted curve at half-maximal effect; % is scaled to controls: 0 for no effect and ±100 for the full control effect; nearly all actives have a fitted effect of over 40% in size
Target sequence (P08659 whole entry, looked up): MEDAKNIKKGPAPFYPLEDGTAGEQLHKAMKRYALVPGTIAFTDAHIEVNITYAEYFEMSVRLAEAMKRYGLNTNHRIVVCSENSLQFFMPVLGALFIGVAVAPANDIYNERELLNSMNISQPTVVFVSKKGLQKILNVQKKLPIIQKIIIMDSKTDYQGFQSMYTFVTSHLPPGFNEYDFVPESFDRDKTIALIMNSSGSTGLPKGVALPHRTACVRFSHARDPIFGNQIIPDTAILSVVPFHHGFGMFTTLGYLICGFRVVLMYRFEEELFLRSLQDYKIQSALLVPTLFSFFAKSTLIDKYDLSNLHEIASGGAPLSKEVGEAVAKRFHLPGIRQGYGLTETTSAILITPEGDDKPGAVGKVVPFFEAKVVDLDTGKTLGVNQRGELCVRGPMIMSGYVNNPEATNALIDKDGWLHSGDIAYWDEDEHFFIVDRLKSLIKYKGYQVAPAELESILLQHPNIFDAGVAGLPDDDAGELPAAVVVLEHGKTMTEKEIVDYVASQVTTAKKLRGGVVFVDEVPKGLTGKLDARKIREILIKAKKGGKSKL
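qHTS concentration-response profiling: light output of P. pyralis luciferase with luciferin and 10 uM ATP, imidazole buffer pH 7.2. Read by luminescence after 8-min room-temperature incubation.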
Ub-GFP proteasome: Ubiquitin-GFP Assay; Ubiquitin-GFP reporter cells, proteasome inhibition, GFP fluorescence; response scale: untreated = 0%, 10 µM MG-132 = 100%; Potency, µM (titrated, usually from 45.9 µM), inactives show at the top dose activation (GFP accumulation), hits mostly activators; 67,000 tested, under 10 active; AID 526, 2006; active = well fitted activation curve with a large enough effect, not every such curve was filed as active; inconclusive = small, poorly fitted or top-dose-only effect, or another doubt; inactive = no such curve, though single readings can be large or run the other way; also: potency is read from the fitted curve at half-maximal effect
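U2OS cells expressing ubiquitin(G76V)-GFP, seeded overnight in 0.5% FBS medium, then treated 4 hr at 37 C across 46 uM to 2.9 nM. GFP-positive cells counted by laser cytometry (488 ex/515 em); %activity scaled between basal and 10 uM MG-132.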
Hsp90 Hop PPI: qHTS Assay for Disrupters of an Hsp90 Co-Chaperone Interaction; Potency, µM (series often up to 57 µM), inactives show at the top dose activity change, negative = inhibition; AID 595, 2007; 0.44% of 71,000 active; AlphaScreen TPR2A-His6 binding biotin-Hsp90 C-terminal peptide; Hsp90 C-terminal peptide / TPR2A (Hop) interaction, human; active = well fitted curve in either direction with a large enough effect; inconclusive = small, poorly fitted or top-dose-only effect, or another doubt; also: potency is read from the fitted curve at half-maximal effect; % is scaled to controls: 0 for no effect and ±100 for the full control effect; many of its hits are not listed in these tables
HBB splice mod: qHTS Assay for Modulators of Hemoglobin Beta Chain Splicing. Potency, µM (titrated, usually from 46.1 µM), without a hit: at the highest dose activation, hits mostly activators. HBB splicing reporter cell assay, activation; EGFP reporter with mutant IVS2-654 intron; response scale: normalised to 500 nM splice-correcting PNA. 0.06% of 65,000 active; also: potency is read from the fitted curve at half-maximal effect; 0% is about no effect
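HeLa cells stably expressing EGFP interrupted by mutant beta-globin intron 2 (IVS2-654), 500/well in 2% FCS. Treated with compound for 2 days at 37C. Splicing correction scored as total well GFP intensity (488 nm excitation, 500-520 nm emission); 500 nM antisense PNA served as control.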
Starred values were filed as active, the others as inactive; i = inactive; ? = inconclusive; · = no result given; [ ] = remark or other dose. Unless noted, calls follow the shape of the dose curve; as a rule, active = well fitted curve in the direction sought with a large enough effect; inconclusive = small, poorly fitted or top-dose-only effect, or another doubt; inactive = no such curve, though single readings can be large; an effect the other way counts as inactive or inconclusive. An excerpt, so the mix of outcomes need not match the whole.

SMILES | TexasRed autofl | Epigenetic mod | CRE Fsk mod | Fluorescein fluor | 4-MU autofl | A350 fluor | ERK AVP block | FLuc inh | Ub-GFP proteasome | Hsp90 Hop PPI | HBB splice mod
Cc1cnc(NC(=O)c2ccc3c(c2)C(=O)N(Cc2ccco2)C3=O)s1 | i | 3.2% | -5.7% | i | i | i | -26.9% | -11.1% | -1.0% | -5.0% | -1.6%
CCOc1ccc2[nH]c(=O)c(CN(CCO)C(=O)c3ccc(F)cc3)cc2c1 | ? | -2.3% | 22.1% | ? | 3.48e-07M* | 4.2e-07M* | 1.5% | -1.4% | 4.0% | 0.5% | -2.1%
CCN(CC(=O)Nc1c(C(=O)OC)[nH]c2ccc(Cl)cc12)c1ccc2c(c1)OCO2 | i | 2.2% | ? | i | i | i | ? | -2.9% | 1.8% | -9.3% | -3.9%[57.5 µM]
CCOC(=O)c1cc(OCC(=O)NC(C)C(C)C)cc(C(=O)OCC)c1 (stereo unspecified) | i | -1.1% | 2.1% | ? | ? | ? | -2.8% | 5.1% | -2.3% | -0.7% | 0.3%
Cn1nnnc1SCC1=C(C(=O)O)N2C(=O)[C@@H](NC(=O)[C@H](O)c3ccccc3)[C@H]2SC1 | i | 0.0%[20.6 µM] | · | i | ? | ? | · | -0.7%[25.5 µM] | · | · | ·
CCOC(=O)CCCCC(=O)c1[nH]c(=O)[nH]c1CSc1nc(C)cc(=O)[nH]1 | i | 2.7% | 9.6% | i | i | i | -6.8% | 4.6% | 0.0% | 1µM* | 0.6%
COC(=O)C(C)Sc1nnc2n(-c3cccc(C)c3)c(=O)c3c4c(sc3n12)CCCC4 (stereo unspecified) | · | · | 19.3% | · | · | · | · | -0.6% | -8.9% | -9.0% | 0.7%
CC(=O)NC1=C(OS(=O)(=O)c2ccc(C)cc2)CN(C)C1=O | i | 0.0%[9.22 µM] | 29.4%[7.6 µM] | ? | i | i | -14.0%[11.5 µM] | 5.1%[11.4 µM] | -2.9%[9.17 µM] | -2.6%[11 µM] | 3.7%[9.22 µM]
COc1ccc(C2C(C(C)=O)=C(C)N=c3s/c(=C\c4ccc5c(c4)OCO5)c(=O)n32)c(OC)c1 (stereo unspecified) | · | -2.0% | 8.7% | · | · | · | -21.2% | -0.2% | 15.4% | -29.9% | -0.9%[9.22 µM]
COC(=O)c1ccc(C(=O)OC)c(NC(=O)CN2CCN(c3ccccc3)CC2)c1 | i | -1.1% | -2.7% | ? | i | i | -3.8% | 5.8% | -3.4% | -1.5% | -2.8%
Cc1c(N(C)C(=O)C23CC4CC(CC(C4)C2)C3)c(=O)n(-c2ccccc2)n1C | ? | -0.4% | 4.2% | i | i | i | 22.7% | 0.0% | -3.7% | -4.0% | -1.4%
O=C(Nc1ccccn1)c1cccnc1 | i | -1.2% | -2.1% | ? | i | i | 30.8% | -1.7% | -7.7% | ? | -8.4%
Cc1cc(NC(=O)CCCOc2ccc(Cl)cc2Cl)no1 | i | -3.4% | -2.5% | i | i | i | 0.3% | 1.9% | 0.0% | -0.8% | ·
COc1ccc2c(c1OC)C(=O)OC2Nc1ccccn1 (stereo unspecified) | · | 2.5% | -6.2% | · | · | · | -7.9% | -1.7% | -9.5% | -2.8% | 0.9%
O=C(OC(C(=O)NC1CCCC1)c1ccccc1F)c1ccco1 (stereo unspecified) | ? | -2.3% | 4.7% | ? | i | i | 9.3% | 0.4% | -4.2% | 1.4% | 0.9%
CC(C)C(c1nnnn1Cc1ccccc1)N1CCN(Cc2ccco2)CC1 (stereo unspecified) | i | 1.2% | -6.2% | ? | i | ? | -5.4% | 1.1% | -4.1% | -5.3% | 2.0%
Cc1ccccc1-c1nc(CN2CCC(C(=O)O)CC2)c(C)o1 | · | · | 0.7% | · | · | · | · | 1.2% | -5.9% | -0.6% | -0.1%
CC(C)=C1C2C=CC1C(C(=O)Nc1cccc(C)c1)C2C(=O)O (stereo unspecified) | · | -1.8% | 2.9% | · | · | · | -20.8% | 5.9% | 12.5% | -3.9% | -0.4%
CN1CCN(c2ncncc2-c2ccccc2C(F)(F)F)CC1 | i | -5.0%[9.22 µM] | 1.9% | ? | i | i | 3.2% | -1.6%[2.29 µM] | 0.1% | 1.6% | 0.7%
CCN(CC)CC(=O)Nc1cc(C)c2c(=O)oc3ccccc3c2n1 | · | · | 21.2% | · | · | · | · | 5.4% | 15.6% | -2.1% | -0.5%
O=C(CNS(=O)(=O)c1ccccc1)N1CCN(c2ccccc2)CC1 | i | -0.5% | 5.8% | i | ? | ? | -5.0% | -0.3% | -0.5% | -3.6% | -0.6%
O=S(=O)(c1cccc(C(F)(F)F)c1)N1CCN(c2nnnn2-c2ccccc2)CC1 | i | -1.7% | 1.8% | i | i | i | -20.3% | -0.2% | -3.9% | -2.0% | ·
N#Cc1c2n(c(=O)[nH]c1=O)CCCCC2 | i | 0.0% | -28.1% | i | i | i | 1.0% | 1.4% | 4.2% | -0.1% | -1.1%
O=S(=O)(c1ccc2nc(COc3ccc(Cl)cc3Cl)[nH]c2c1)N1CCOCC1 | i | 0.2% | 0.8% | ? | i | ? | -2.2% | -0.7% | 2.0% | -0.2% | -4.8%
O=C(NC1CCCCCC1)C1c2ccccc2C(=O)N1C1CC1 (stereo unspecified) | i | 1.8% | 2.2% | i | i | i | 19.4% | 1.0% | 13.7% | -8.6% | 0.0%

Just TexasRed autofl and Hsp90 Hop PPI, for 2 of the compounds above:
structure | TexasRed autofl | Hsp90 Hop PPI
COc1ccc(C2C(C(C)=O)=C(C)N=c3s/c(=C\c4ccc5c(c4)OCO5)c(=O)n32)c(OC)c1 (stereo unspecified) | · | -29.9%
COC(=O)c1ccc(C(=O)OC)c(NC(=O)CN2CCN(c3ccccc3)CC2)c1 | i | -1.5%

Further results
SMILES | TexasRed autofl | Epigenetic mod | CRE Fsk mod | Fluorescein fluor | 4-MU autofl | A350 fluor | ERK AVP block | FLuc inh | Ub-GFP proteasome | Hsp90 Hop PPI | HBB splice mod
CC(C)[C@H](NC(=O)Nc1ccc(S(N)(=O)=O)cc1)C(=O)O | i | -2.2% | 7.3% | i | ? | ? | 0.2% | 2.1% | 0.8% | 0.4% | 0.1%[57.5 µM]
COc1ccc(C(=O)c2ccccc2O)c(O)c1 | i | 5.1%[20.6 µM] | -0.4%[17.1 µM] | ? | i | i | 6.9% | -3.9%[25.5 µM] | 7.0%[20.5 µM] | 0.3%[26 µM] | 0.8%[20.6 µM]
Cc1nnc(SCC(=O)Nc2ccc(N3CCOCC3)cc2)o1 | i | 2.7% | ? | i | ? | ? | -10.4% | 0.3% | -2.9% | -5.7% | 0.7%
CCOc1ccc(Cl)cc1S(=O)(=O)n1nnc2ccccc21 | ? | 2.1% | ? | i | i | i | -2.9% | -1.4% | 9.0% | 7.2% | -0.2%
O=C(Nc1ccc(CN2CCOCC2)cc1)c1cc2ccccn2n1 | · | 0.0% | 5.2% | · | · | · | ? | 3.98µM* | 8.8% | -2.8% | -0.4%
Cc1cc(SCCC(=O)O)nc2ccccc12 | i | 4.8%[20.6 µM] | · | i | i | i | · | -0.3%[25.5 µM] | · | · | ·
CNc1nc(Oc2ccccc2C(=O)OC)nc(SC)n1 | i | 9.0% | 3.9% | i | i | ? | -5.2% | 4.7% | 2.1% | -0.2% | 0.4%
C=CCn1c(N)c(C(=O)NCc2cccnc2)sc1=S | i | -0.1% | 4.3% | i | i | i | 5.9% | -1.3% | -2.7% | -7.6% | -0.9%
Cc1cc(C)c2cc(C#N)c(N3CCCC3)nc2c1 | i | 1.6% | 12.6µM* | i | 6.41e-08M* | 7.99e-08M* | -6.8% | -0.4% | -1.0% | ? | -0.3%[57.5 µM]
O=C(CSCc1c(F)cccc1Cl)NCc1ccco1 | i | 9.7% | ? | i | i | i | -1.3% | 0.8% | -6.1% | -5.2% | 0.0%
CCc1ccccc1NC(=O)CSC1=C(C#N)C(c2ccc3c(c2)OCO3)C2=C(CCCC2=O)N1 (stereo unspecified) | i | 2.9% | -1.1% | i | i | i | 13.2% | -2.0% | -4.0% | -5.3% | -0.2%
CCOC(=O)c1ccc(NC(=O)c2ccc(CN3CCOCC3)cc2)cc1 | i | -0.4% | 2.6% | ? | i | i | 31.6µM* | -6.1% | 2.1% | -3.8% | -1.4%
CCCCCOc1ccc(/C=c2\sc3ncnn3c2=O)cc1 | i | 1.6% | -1.6% | ? | i | ? | ? | 1.0% | 0.0% | -2.9% | -1.5%
O=S(=O)(CCOc1ccccc1)c1nc2ccccc2[nH]1 | i | 5.9% | ? | i | i | i | 5.9% | 2.5% | 3.9% | -1.5% | -1.4%
